Source: PubChem (National Center for Advancing Translational Sciences (NCATS))
HEK293 tox: qHTS of GLP-1 Receptor Inverse Agonists: Cytotox Screen; AID 624418, 2012; 410,000 tested, 0.13% active; Potency, µM (highest dose often 38.3 µM), without a hit: top-dose activity change, negative = inhibition, hits mostly inhibitors; HEK293 cAMP-luciferase reporter cells, luminescence, 24 h;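 note: loss of luciferase light is scored as toxicity; potency is the fitted concentration of half-maximal effect; % is set by controls: 0 for no effect and ±100 for the full control effect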
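Luminescence readout: signal drop marks cytotoxicity. Plated cells grew 12 h at 37 °C, 5% CO2, received 23 nL compound for 24 h, then got luciferase reagent, read after 12 min at RT.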
MmCpn inh: Inhibitors of TCP-1 ring complex (TRiC) of Methanococcus maripaludis (MmCpn): qHTS. purified Mm-Cpn ATPase, ADP Transcreener TR-FRET. Potency, µM (series often up to 76.9 µM), for the others: at the highest dose activity, negative = inhibition, hits mostly inhibitors. 330,000 tested, 0.031% active. AID 504842, 2011; note: potency is the fitted concentration of half-maximal effect; % is set by controls: 0 for no effect and ±100 for the full control effect; nearly all actives have a fitted effect of over 80% in size
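ATPase read-out: TR-FRET ADP immunoassay (anti-ADP Eu cryptate vs ADP-d2), ex 320 nm, em 590/665 nm; signal drops as ADP forms. Enzyme 25 nM, ATP 10 uM, 30 min at 37°C after 10 min compound preincubation.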
GLP-1R inv ag: qHTS of GLP-1 Receptor Inverse Agonists (Inhibition Mode) | Glucagon-like peptide 1 receptor (Homo sapiens), P43220 | HEK293 GLP-1R CRE-luciferase, luminescence, 24 h; GLP-1R form is constitutively active | Potency, µM (series often up to 38.3 µM), without a hit: top-dose activity change, negative = inhibition, usual class: inhibitors | 410,000 tested, 1.6% active | AID 624417, 2012; note: potency is the fitted concentration of half-maximal effect; % is set by controls: 0 for no effect and ±100 for the full control effect; nearly all actives have a fitted effect of over 55% in size
Target sequence (P43220 whole entry, looked up): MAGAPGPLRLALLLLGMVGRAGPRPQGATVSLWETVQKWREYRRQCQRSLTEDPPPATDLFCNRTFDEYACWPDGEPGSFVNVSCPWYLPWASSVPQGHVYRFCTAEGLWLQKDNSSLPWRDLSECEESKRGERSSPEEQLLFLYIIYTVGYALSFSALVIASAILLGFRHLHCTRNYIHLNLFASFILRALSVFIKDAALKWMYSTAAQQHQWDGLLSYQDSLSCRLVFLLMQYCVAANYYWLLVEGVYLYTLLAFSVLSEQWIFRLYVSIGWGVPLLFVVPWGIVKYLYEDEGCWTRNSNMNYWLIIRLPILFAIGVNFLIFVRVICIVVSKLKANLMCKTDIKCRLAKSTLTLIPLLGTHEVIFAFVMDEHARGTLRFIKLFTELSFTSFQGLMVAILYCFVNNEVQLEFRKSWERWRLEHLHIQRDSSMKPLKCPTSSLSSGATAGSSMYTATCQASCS
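Luminescence readout: a drop in cAMP-driven luciferase signal flags inverse agonism at a constitutively active GLP-1R stably expressed in HEK293. Compound exposure lasted 24 hr at 37 deg C, 5% CO2.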
Akt phos inh: HTS Assay for Inhibitors of Akt Phophorylation: Primary Screen; 360,000 tested, 0.32% active; activity change, % for hits at 50 µM; Neuro2A IGF-stimulated pAkt S473 HTRF, 20 min; active compounds read low; in the data active = activity change below about -80%; inconclusive = mostly about -51% to -80%; note: % is set by controls: 0 for no effect and ±100 for the full control effect
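Neuro2A cells (4,500/well, DMEM with 0.5% FBS) were treated with compound at a single 50 µM final concentration, stimulated with 6 nM IGF for 20 min at 37 °C, and lysed. Phospho-Akt Ser473 was read by HTRF as 665/615 ratio ×10^4.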
TDP-43 yeast inh: qHTS of TDP-43 Inhibitors; TDP-43 expressing yeast growth rescue, BacTiter-Glo, 24 h; Potency, µM (titrated, usually from 46.1 µM), inactives show at the highest dose growth rescue (activation), usual class: activators; 410,000 tested, 1.8% active; AID 652104, 2013; note: potency is the fitted concentration of half-maximal effect; % of control where 0% means no effect; nearly all actives have a fitted effect of over 50% in size
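Cell-based yeast growth screen: TDP-43 expression induced in galactose, inoculum OD600=0.02 after raffinose pregrowth to mid-log. Read-out BacTiter-Glo luminescence at 24 hr, 30 deg C; inhibition of toxicity seen as signal increase.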
Abeta yeast res: qHTS for compounds that reverse cellular toxicity of Amyloid beta (A-beta) peptide in yeast: Primary Screen; AID 1347071, 2019; Potency, µM (highest dose often 46.1 µM), without a hit: at the top dose growth rescue, usual class: activators; yeast expressing A-beta42, growth rescue, OD600, 48 h; response scale: 0% DMSO, 100% iron-clioquinol control; 410,000 tested, 0.063% active; note: potency is the fitted concentration of half-maximal effect; nearly all actives have a fitted effect of over 55% in size
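Yeast growth medium received pinned compounds, then yeast cells expressing toxic A-beta were added; plates incubated at 30 C for 48 hr. Growth read as absorbance at 600 nm, normalized to DMSO and equimolar FeCl3 plus clioquinol controls.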
FUS suppressor: qHTS for Suppressors of FUS Proteinopathy: Primary screen using FUS-linked yeast assay. 390,000 tested, 0.24% active. Potency, µM (series often up to 76.6 µM), for inactives: at the top dose growth rescue (activation), usual class: activators. S. cerevisiae FUS-expressing, growth rescue, OD600, 24 h;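 note: potency is the fitted concentration of half-maximal effect; plate controls were DMSO vehicle for no effect and reference control for full effect; nearly all actives have a fitted effect of over 55% in size; some results filed as inactive show a strong effect at the top dose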
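Quantitative HTS measuring growth restoration of FUS-toxic yeast. Galactose-induced cells (OD 0.005) were exposed 24hr at 30C to compounds at several concentrations, then absorbance at 600 nm was recorded.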
PTHR1 ag: qHTS for PTHR1 Agonists: Primary Screen; 410,000 tested, 0.075% active; HEK293 GP2 PTHR1 cells, GloSensor cAMP luminescence, 1 h; AID 743266, 2014; Potency, µM (titrated, usually from 115 µM), for the others: at the highest dose activation, most hits filed as activators; note: potency is the fitted concentration of half-maximal effect; nearly all actives have a fitted effect of over 55% in size; some results filed as inactive show a strong effect at the top dose; inactives centre near -15; many of its hits are not listed in these tables
Target sequence (Q03431 whole entry, looked up): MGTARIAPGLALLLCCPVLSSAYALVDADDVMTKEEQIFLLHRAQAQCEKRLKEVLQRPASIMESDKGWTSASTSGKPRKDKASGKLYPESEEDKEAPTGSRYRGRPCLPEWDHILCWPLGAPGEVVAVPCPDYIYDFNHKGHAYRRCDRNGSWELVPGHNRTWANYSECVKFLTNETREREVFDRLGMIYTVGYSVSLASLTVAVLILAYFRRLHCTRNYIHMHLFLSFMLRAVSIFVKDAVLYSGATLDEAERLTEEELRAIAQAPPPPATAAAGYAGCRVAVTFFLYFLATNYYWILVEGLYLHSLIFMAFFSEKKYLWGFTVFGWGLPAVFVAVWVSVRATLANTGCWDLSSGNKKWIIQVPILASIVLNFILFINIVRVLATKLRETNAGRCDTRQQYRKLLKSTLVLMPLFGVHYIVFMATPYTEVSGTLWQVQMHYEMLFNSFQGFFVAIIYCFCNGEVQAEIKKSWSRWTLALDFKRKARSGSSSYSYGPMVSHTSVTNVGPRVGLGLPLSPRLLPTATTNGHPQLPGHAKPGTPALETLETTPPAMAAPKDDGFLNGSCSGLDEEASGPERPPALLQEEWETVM
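HEK-293-derived GP2 cells expressing PTHR1 and a GloSensor cAMP reporter, 3,000/well, plated overnight, given luciferin plus IBMX (each 0.5 mM as added) for 1 h at 37 °C, then compound for 1 h at 37 °C. Luminescence was read after 15 min at room temperature.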
aSyn rescue: qHTS of alpha-syn Inhibitors; AID 652106, 2013; Potency, µM (series often up to 46.1 µM), for inactives: at the top dose growth rescue (activation), most hits filed as activators; 370,000 tested, 0.14% active; Yeast expressing alpha-synuclein, growth rescue, BacTiter-Glo, 24 h; note: potency is the fitted concentration of half-maximal effect; % of control where 0% means no effect; nearly all actives have a fitted effect of over 65% in size
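Readout is rescue of growth in alpha-synuclein-expressing yeast, so inhibitors of toxicity appear as activators. Growth after 24 hr at 30 deg C in galactose medium is quantified by luminescence.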
Starred values were filed as active, the others as inactive; i = inactive; u = inconclusive; x = not tested or not shown; & = joins results of further samples; [ ] = dose if it differs, or a comment. Unless noted, calls come from the whole dose curve; as a rule, active = well fitted curve in the direction sought with a large enough effect; inconclusive = small, poorly fitted or top-dose-only effect, or another doubt; inactive = no such curve, though single readings can be large; an effect the other way counts as inactive or inconclusive. The list is partial; the hit share may differ from the screen's.

SMILES | HEK293 tox | MmCpn inh | GLP-1R inv ag | Akt phos inh | TDP-43 yeast inh | Abeta yeast res | FUS suppressor | PTHR1 ag | aSyn rescue
CCOC(=O)c1sc(=S)n(-c2ccc(Cl)cc2)c1C | -6% | -2% | u | i | 25µM* | -17% | 11% | -2%[57.5 µM] | 1%
COc1ccc(-c2nc(CS(=O)CC(=O)N3CCN(C)CC3)c(C)o2)cc1OC (configuration not stated) | -17% | -1% | 0% | i | -8% | 7% | 11% | 0% | 0%
O=C(COC(=O)c1cc([N+](=O)[O-])ccc1N1CCOCC1)c1ccccc1Cl | -25% | 0% | 35%[activator] | i | u | 9% | 14% | i | 10%
O=S(=O)(N1CCCCC1)N1CCN(S(=O)(=O)N2CCCCC2)CC1 | -9% | x | 0% | i | 9% | 20% | -15% | i | 2%
CC(C)CCNC(=O)c1cn(C)c2ccc(S(=O)(=O)N3CCCC3)cc2c1=O | 3%&-15% | -3% | 12%&0% | i | 10%&-10% | -22% | -12%&1% | -23%&-13% | 3%
O=C(N1CCOCCOc2ccccc2OCCOCC1)C(F)(F)F | 2% | -2% | 25% | i | 18% | 2% | -13% | i | 8%
Cc1ccc(/C=C(\C#N)C(=O)NC(C)C)o1 | -12% | -3% | 26% | i | 9% | -1% | -8% | 6% | 0%
Cc1ccc(NCc2n[nH]c(=S)n2-c2ccccc2)c(C)c1 | 7% | 4% | -8% | i | 7% | 29% | 18% | 15% | 0%
COc1ccc(N2CCN(C(=O)c3c(C)oc4ncn(CC(C)C)c(=O)c34)CC2)cc1 | 2% | x | 18% | x | 14% | -9% | 26% | -31%[inhibitor] | x
CC1CCCCN1C(=O)c1ccc(S(=O)(=O)N2CCCCC2C)cc1 (configuration not stated) | 0% | u | -21% | i | -1% | 2% | 0% | i | -13%
O=C(CCc1c[nH]c2ccccc12)NC(Cc1c[nH]c2ccccc12)C(=O)O (configuration not stated) | 0% | 1% | 4% | i | -16% | -14% | -8% | 5% | -8%
Cc1ccc2c(c1)c1c(n2CC(O)Cn2nc(C)c(Br)c2C)CCCC1 (configuration not stated) | u | -4% | u | i | u | 15% | 46% | -37%[inhibitor][57.5 µM] | u
O=C(NCc1ccccc1)C(c1ccc(-c2ccccc2)cc1)n1c(=O)c(-c2ccco2)nc2ccccc21 (configuration not stated) | 14% | x | -4% | i | 16% | -2% | u | i | 9%
O=C(Nc1c(F)cc(F)cc1Br)C1CCCO1 (configuration not stated) | 5% | 2% | 7% | i | -13% | -2% | 5% | -3%[57.5 µM] | 6%
COc1ccccc1NC(NC(=O)c1cccnc1)C(Cl)(Cl)Cl (configuration not stated) | -2% | -1% | -14% | i | 25% | 6% | -21% | -58% | 2%
O=C(Cn1c(=O)oc2ccccc21)Nc1ccccc1N1CCOCC1 | -8% | 1% | 6% | i | 23% | 11% | -53% | -39%[inhibitor] | -1%
O=C1OC(/C=C/c2ccc(Cl)cc2Cl)=NC/1=C\c1cccs1 | 10% | 2% | 3% | i | 9% | -7% | -3% | -13% | 12%
CCN(CC)C(=O)C1CCCN(Cc2ccccc2)C1 (configuration not stated) | -8% | -1% | 0% | i | -23% | -1% | -6% | -21%[57.5 µM] | 1%
CCOn1c(SC(C)C)nc2ccccc2c1=O | 2% | -1% | -2% | i | 29% | 15% | -10% | -3%[57.5 µM] | -11%
COc1ccccc1N1CCN(C(=O)CCS(=O)(=O)c2ccc3c(c2)NC(=O)C(C)S3)CC1 (configuration not stated) | 5% | -2% | -21% | x | 1% | -3% | 19% | -33%[inhibitor] | 3%
N/C(=N\OC(=O)c1ccc2ccccc2c1)c1ccncc1 | 27% | -7% | 25% | i | 13µM* | -8% | -19% | -36%[inhibitor] | 10%
O=C(CCC1CCCN(C(=O)c2ccccc2Cl)C1)N1CCN(c2ccccn2)CC1 (configuration not stated) | 2% | 0% | -5% | i | -4% | 5% | 1% | -80%[inhibitor] | -4%
COC(=O)C1(C)NC(=O)c2ccccc2N1 (configuration not stated) | -10% | 1% | 9% | i | 8% | -3% | -24% | i | -17%
CCCCNC(=O)c1onc(CCl)c1C(=O)OC | -27% | 1% | u | i | 5% | -12% | -27% | i | -8%
CN(C)S(=O)(=O)c1ccc(N2CCCC2)c(C(=O)NNC(=O)COc2ccc(Cl)cc2)c1 | -5% | 2% | 17% | i | -11% | 3% | 40% | i | 4%
COc1ccc(NC(=O)CN2CCN(CC(=O)Nc3ccccc3F)CC2)cc1OC | 44%&0%[activator] | -10% | -20%&5% | i | -32%&18%[inhibitor] | 6%&-3% | 0%&-21% | 10% | -3%
O=S(=O)(Nc1ccccc1)c1ccc2c(c1)CCO2 | 9% | -2% | -4% | i | -18% | -16% | 12% | -5% | -1%
COC(=O)C1=C(C(=O)OC)N2C=CC=CC2(C)C(C(=O)OC)=C1C(=O)OC (configuration not stated) | 3% | 1% | 11% | i | 21% | 0% | x | -16% | 13%
COc1ccc(/C=C/c2nnc(NC(=O)CSc3ccc(Cl)cc3)s2)cc1 | 0% | 0% | 27% | i | -1% | -8% | 0% | i | -2%
O=C(NCc1ccccc1)C1CCCN(c2ncnc3c2nc2n3CCCCC2)C1 (configuration not stated) | 5% | -3% | -71% | i | 13% | 2% | -9% | 29% | 1%
C[C@@H](C(=O)O)[C@@H]1C[C@@]1(C)[C@@H](NC(=O)OCc1ccccc1)c1ccccc1 | -40% | -1% | 20% | i | 8% | 10% | 15% | i | 4%
N#CCCNC(=O)Cn1c(COc2ccc(Cl)cc2)nc2ccccc21 | -3% | 2% | -23% | i | -21% | -8% | 22% | i | 3%
COCCNC(=O)C(NC(=O)C1CCCCC1)C12CC3CC(CC(C3)C1)C2 (configuration not stated) | 2% | -2% | 5% | i | 12% | 5% | -38% | -44%[inhibitor] | 3%
Cc1c(NC(=O)CN2C(=O)NC(C)(c3ccc(OC(F)F)cc3)C2=O)c(=O)n(-c2ccccc2)n1C (configuration not stated) | 5% | 2% | -11% | i | 23% | 16% | -3% | i | 5%
Nc1nccnc1C(=O)OCC(=O)NCCc1ccc(Cl)cc1 | 2% | 0% | -23% | i | -2% | -3% | 24% | -91%[inhibitor] | -7%
CC(C)(C)OC(=O)N1CCC(c2c(C(=O)N3CCN(C4CCCCC4)CC3)cnn2-c2ccc(F)cc2)CC1 | 1% | 4% | 4% | i | -11% | 7% | 14% | i | -2%
CCCCn1c(CNC(=O)CCC)nc2ccccc21 | -1% | 0% | -7% | i | 11% | -12% | -13% | -34%[inhibitor] | 6%
NC(=O)COc1ccc(C23CC4CC(CC(C4)C2)C3)cc1 | -3% | 3% | 103%[activator] | i | 10% | 5% | -6% | -4% | -19%
OCC[C@@H]1C[C@@H](O)[C@H](O)[C@]2(OCc3ccccc32)O1 | -6% | -1% | 6% | i | 6% | 1% | -23% | i | -7%
N#C/C(=C\c1ccc(OCC(N)=O)cc1)C(=O)NC1CC1 | 7% | -2% | 0% | i | 14% | 9% | 22% | i | 1%
CCc1ccc2nc3n[nH]c(N)c3cc2c1 | -12% | -2% | -1% | i | 29% | 0% | 11% | -10%[57.5 µM] | 3%
CCN1CCN(CCCOc2ccccc2-c2ccccc2)CC1 | -8% | -2% | u | i | -16% | -15% | 1% | -18% | 2%
O=C(Nc1cccc(-c2nc3ncccc3o2)c1)c1sc2ccccc2c1Cl | 8% | 0% | 9% | i | -28% | -7% | 30% | -3% | -3%
C/C(CC(C)C)=N\NC(=O)Nc1ccccc1 | 4%[1.53 µM] | 1% | 0% | i | 4% | -3% | -4% | i | 1%
CCCn1c(N)c(NCCN2CCOCC2)c(=O)n(CC(=O)NCc2ccccc2)c1=O | 4% | 0% | -5% | i | 6% | 0% | -43% | i | 0%
Cc1cccc(COc2ccc(/C=N/NC(=O)c3nnn(-c4nonc4N)c3COc3ccc(F)cc3)cc2)c1 | -13% | -3% | 7% | i | 23% | -7% | -21% | i | -4%
c1ccc(CNc2ccc3ccccc3n2)nc1 | 3% | 2% | 0% | i | -13% | -7% | 10% | -53%[inhibitor][57.5 µM] | -18%
COc1ccc(CC(=O)NCCc2ccc3c(c2)OCO3)cc1OC | 5% | x | -3% | i | u | 5% | 8% | i | 3%
Cc1nn(C(=O)Cn2ccc([N+](=O)[O-])n2)c(C)c1Br | 1% | 1% | 6% | i | 0% | 0% | -3% | -2%[57.5 µM] | -17%
